# CHX counter – counter-screen for Shiga toxin inhibitors: cycloheximide protein synthesis inhibition; 300,000 tested, 12% active; max response, %; cell reporter, cycloheximide protein synthesis inhibition counterscreen; in the data active = max response mostly above about 13%, no sharp cut-off; inactive = mostly below about 14%; note: read at 38.3 µM for the half of the compounds with a filed dose; 0% is about no effect
# Shiga inhibitor – inhibitors of Shiga toxin in Vero cells; inhibition, % at 38.7 µM; Vero cells, Shiga toxin protein synthesis inhibition reporter; AID 2315; 290,000 tested, 9.2% active; in the data active = inhibition mostly above about 28%, no sharp cut-off; inactive = mostly below about 43%; note: 0% is about no effect
# Pf growth 48h – P. falciparum growth inhibition at 48 hours (one generation); AID 504832; 310,000 tested, 5.9% active; P. falciparum luciferase growth in erythrocytes, 48 h; Potency, µM (highest dose often 28.7 µM), for inactives: at the top dose activity change, negative = inhibition, usual class: inhibitors; note: potency is the fitted concentration of half-maximal effect; % is set by controls: 0 for no effect and ±100 for the full control effect
#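 Luciferase-expressing P. falciparum in infected erythrocytes (2% hematocrit, 0.1% parasitemia final) in RPMI 1640/0.5% Albumax were exposed to compound for 48 hours at 37 C, 5% CO2; growth read as luminescence.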
# Pf growth 96h – inhibits malaria parasite growth, 96 h; P. falciparum luciferase reporter growth, 96 h; Potency, µM (series often up to 28.7 µM), without a hit: top-dose activity change, negative = inhibition, usual class: inhibitors; 320,000 tested, 6.9% active; AID 504834; note: potency is the fitted concentration of half-maximal effect; % is set by controls: 0 for no effect and ±100 for the full control effect
#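 96 h incubation, 37 C, 5% CO2, of luciferase-reporter P. falciparum-infected RBCs (2% hematocrit, 0.05% parasitemia final) with test compounds; endpoint luminescence.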
# FBPA Giardia inh – blocks Giardia fructose-bisphosphate aldolase activity. A8B2U2. 290,000 tested, 0.71% active. purified Giardia FBPA. Potency, µM (series often up to 59.6 µM), for inactives: top-dose activity, negative = inhibition, hits mostly inhibitors; note: potency is the fitted concentration of half-maximal effect; % is set by controls: 0 for no effect and ±100 for the full control effect; nearly all actives have a fitted effect of over 55% in size
# Target sequence (A8B2U2 whole entry, looked up): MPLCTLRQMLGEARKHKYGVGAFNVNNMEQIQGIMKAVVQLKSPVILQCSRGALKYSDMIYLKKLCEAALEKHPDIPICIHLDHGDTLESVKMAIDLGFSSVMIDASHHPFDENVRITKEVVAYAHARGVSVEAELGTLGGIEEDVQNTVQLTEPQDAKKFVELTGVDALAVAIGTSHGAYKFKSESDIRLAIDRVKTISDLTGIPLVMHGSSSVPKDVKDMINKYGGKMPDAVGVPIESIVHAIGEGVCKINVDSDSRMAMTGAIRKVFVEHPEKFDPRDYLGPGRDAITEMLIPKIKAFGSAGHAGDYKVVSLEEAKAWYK
#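 Giardia FBPA (40 nM reagent) was preincubated 10 min at RT with compound (up to 57.5 uM final), then substrate plus GAPDH/TPI/NAD/arsenate coupling system with diaphorase/resazurin was added; resorufin fluorescence (525/598 nm) was read after 20 min.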
# HCV inhibitor – inhibitors of hepatitis C virus infection; Potency, µM (titrated, usually from 41.8 µM), for the others: top-dose activity change, negative = inhibition, hits mostly inhibitors; 340,000 tested, 3.4% active; AID 651820; Huh7.5.1 HCVcc-Cre infection, luciferase reporter, 44 h; note: potency is the fitted concentration of half-maximal effect; % is set by controls: 0 for no effect and ±100 for the full control effect
#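 Reporter virus HCVcc-Cre (~0.5 moi) infects cells exposed to compound; seeding density 1,000 cells/well with 4 h settling beforehand. Luminescence, 15 sec read, taken 44 h post-infection following a 15 min RT substrate incubation.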
# * marks the source's active call; other numbers are inactive results; ? = inconclusive; . = no result given; & = joins results of further samples; [ ] = remark or other dose. Unless noted, calls come from the whole dose curve; as a rule, active = well fitted curve in the direction sought with a large enough effect; inconclusive = small, poorly fitted or top-dose-only effect, or another doubt; inactive = no such curve, though single readings can be large; an effect the other way counts as inactive or inconclusive.
SMILES,CHX counter,Shiga inhibitor,Pf growth 48h,Pf growth 96h,FBPA Giardia inh,HCV inhibitor
COC(=O)c1cc(C(=O)Nn2cnnc2)cc([N+](=O)[O-])c1,-3,-4,3%,?,-27%,5%
CC1CCCCN1C(=O)CSc1nc2c(c(=O)n(C)c(=O)n2C)n1C (configuration not stated),-6,-5,-7%,20%,0%,10%
COc1cccc(N(CC(=O)NC(C)c2ccccc2)S(C)(=O)=O)c1 (configuration not stated),2,2,6%,16%,9%,4%
CCOC(=O)c1ccc(NC(=O)NCc2ccc(OC)cc2)cc1,13,31,?,-9%[5.75 µM],2%,1%
O=C(CSc1nnc(SCc2cccc3ccccc23)s1)c1ccc2c(c1)OCO2,14*,-7,4%,?,6%,8%
COc1cc(C(=O)OC2CCOC2=O)cc(Cl)c1OC (configuration not stated),-10,5,32%[activator],42%[activator],7%,7%
O=C(CSc1ccccn1)N/N=C/c1ccccc1[N+](=O)[O-],38*,38*,51%[activator],-25%,-4%,13%
CCOC(=O)COn1c(=O)c(-c2ccc(Cl)cc2)[n+]([O-])c2ccccc21,-1,6,48%[activator],71%[activator],12%,10%
Cc1ccc(O)c(N=Nc2ccc(S(=O)(=O)N3CCOCC3)cc2)c1,8,15,5.2µM*,?,0%,1%
CCOc1ccccc1C(=O)N1c2ccccc2Sc2ccccc21,-2,-3,.,?,-13%,11µM*
CC(=O)c1cccc(N(C(=O)c2ccco2)C(C(=O)NC2CCCCC2)c2ccc(C)o2)c1 (configuration not stated),-2,16,?,-17%,2%,2%
Cc1cc(NC(=O)CSCc2ccc([N+](=O)[O-])cc2)no1,0,22,3%,2%,2%,6%
c1ccc2c(c1)OC(CCCN1CCCCC1)c1ccccc1S2 (configuration not stated),-5,-8,13µM*,10µM*,0%,25µM*
OC(c1ccccc1)(c1ccccc1)C1CCNCC1,-5,-25,-21%[12.8 µM],13%,4%,25%
C=CCNC(=S)Nc1cccc([N+](=O)[O-])c1,-4,-9,-4%,7%,?,-4%
CC1(C)CC(=O)C=C(NC2CCCCCC2)C1,-2,11,?,12µM*,4%,8%
O=C(NCCN1CCCC1)c1ccc(Cn2c(=S)[nH]c3ccc(Br)cc3c2=O)cc1,-1,-15,?,52%[activator],10%,?
O=C(Nc1ccccc1C(=O)N1CCCC1)c1ccc(Cl)cc1Cl,3,-7,18%,12µM*,.,-5%
CC(C)CC(=O)NC(=S)Nc1cc(C(F)(F)F)ccc1N1CCOCC1,-2,12,?,0%,1%,-28%
O=C(Nc1cccc([N+](=O)[O-])c1)C1C2/C=C\CCCCC21 (configuration not stated),6,18,-19%,-12%,2%,-8%
COc1cccc(C(=O)Nc2c3c(nn2-c2cccc(C)c2C)CS(=O)C3)c1OC (configuration not stated),-2,-10,?,.,1%,-16%
CNC(=O)COc1coc(CN2CCN(c3ccccc3OC)CC2)cc1=O,-1,-4,7%,?,.,6%
CCN(c1ccc(OC)cc1)S(=O)(=O)c1csc(C(=O)N2CCCC2)c1,15,-4,?,9%,23%,-20%
Cc1ccc(Cl)cc1NC(=S)N(C)N,0,-3,44%[activator],36%,-26%,4%
COCC(=O)N(Cc1nc2sc(C)c(C)c2c(=O)[nH]1)C1CCCCC1,-3,40,?,-4%,-4%,1%
CC(C)c1nc(SCC(=O)N2CCN(c3ccccc3)CC2)c2c(=O)n(C)c(=O)n(C)c2n1,0,-4,-11%,16%,1%,-8%&6%
COCCNC(=O)/C(C#N)=C\c1ccc(CNS(=O)(=O)c2ccc(C)cc2)o1,0,15,-5%,-2%,0%,7%
Cc1ccc(Cl)cc1NS(=O)(=O)c1cc2[nH]c(=O)c(=O)[nH]c2cc1C,8,-5,?,-26%,.,13%
Cc1ccc(NC2OC(CO)C(O)C(O)C2O)cc1 (configuration not stated),-4,-5,.,41%[activator],1%,18%
O=C(NC1(C(F)(F)F)Oc2ccccc2O1)N1CCC2(CC1)OCCO2,-2,12,-15%,?,-3%,?
O=C(O)/C=C/C(=O)N(CC1CCCO1)C1CC(=O)N(c2c(Cl)cccc2Cl)C1=O (configuration not stated),2,23,54%,42%[activator],-1%,?
CCSc1ccc([C@@H]2[C@@H]3C(=O)N(CC)C(=O)[C@@H]3[C@]3(C(=O)OC)CCCCN23)cc1,.,.,-91%,-100%,.,0.71µM*
CC(/C=C/c1ccco1)=N\NC(=O)c1cccc(Cl)c1,35*,29,?,?,6%,?
COCCNC(=O)CN(C(=O)Cn1nnc2ccccc21)c1cc(C)cc(C)c1,-2,-9,23%,3%,-3%,22%
COc1ccc(F)cc1S(=O)(=O)Nc1cc2c3c(c1)CCN3C(=O)CC2,.,.,10%,-5%,.,3%
Cc1cc(OCC(=O)N(Cc2cccs2)C2CCS(=O)(=O)C2)ccc1Cl (configuration not stated),-2,6,-13%,?,3%,1%
CC(C)(C)NC(=O)C(c1ccc(O)cc1)N(Cc1ccccc1)C(=O)CCC(=O)Nc1nccs1 (configuration not stated),-3,-7,-3%,-6%,1%,26%
C/C(Cl)=C/Cn1c(=O)c2c(nc(Br)n2Cc2ccccc2)n(C)c1=O,-2,-4,?,?,9%,?
S=c1nc(-c2ccc(Cl)cc2)[nH][nH]1,1,31,82%[activator],0%,4%,5%
O=C(Oc1ccc(C(=S)N2CCOCC2)cc1)c1cccc(Cl)c1,-1,6,-14%,-33%,7%,12%
CCn1c(C(=O)O)c(S(=O)(=O)c2ccc(Cl)cc2)c2ccccc21,-3,-2,-3%,?,-12%,19%
CC(C)(C)c1ccc(C(CC(=O)O)NS(=O)(=O)Cc2ccccc2)cc1 (configuration not stated),-6,17,21%,14%,-4%,9%
Cc1cc2cc(NC(=O)c3ccco3)ccc2[nH]1,61*,137*,131%[activator],17%[5.75 µM],?,-20%
O=C(c1ccco1)N1CCN(S(=O)(=O)c2ccc(Br)s2)CC1,-4,-5,-12%,.,11%,12%
O=C(Nc1nc2ccccc2s1)C1CCN(S(=O)(=O)c2cc([N+](=O)[O-])ccc2Cl)CC1,21*,50*,?,?,-21%,?
O=S(=O)(c1ccc2c(c1)OCCO2)N1CCN(c2cccc(Cl)c2)CC1,1,11,2%,.,0%,8%
CC1CCN(CCCCOc2ccc(Br)cc2)CC1,-1,2,-19%,-1%,-8%,11µM*
CCCCNc1cc(C)nc(NCc2ccccc2)n1,14,42,1.5µM*,0.83µM*,9%,?
CC1(C)C[C@H]2C3=CCC4[C@@]5(C)CC[C@H](O)[C@](C)(CO)C5CC[C@@]4(C)[C@]3(C)C[C@H]3O[C@@H]1[C@H](O)[C@]32CO (some centres not stated),.,.,32%[activator],34%[activator],.,-3%
CNc1ncnc2c1ncn2[C@@H]1O[C@H](CO)[C@@H](O)[C@H]1O,.,.,?,7%,.,-20%
CSc1ncccc1C(=O)NNc1cc(Cl)ccc1Cl,1,13,-20%,-6%,5%,-7%
COc1ccccc1-n1c(C)cc(/C=C2/C(=N)N3C(=NC2=O)SN=C3S(C)(=O)=O)c1C,24*,116*,?,?,24%,16%
CC1(C)CC(=O)c2cnc(NCC3CCCO3)nc2C1 (configuration not stated),10,72,26%,.,2%,17%
Cc1cccc(NC(=S)N(CCN(C)C)C(C)c2ccco2)c1 (configuration not stated),-2,-4,-6%,-5%,0%,22%
COC(=O)c1ccccc1NC(=O)c1cnn2c(C)cc(C)nc12,0,22,-16%,?,-1%,-13%
COc1cc(NC(C)C(=O)N2CC(C)OC(C)C2)cc(OC)c1 (configuration not stated),-4,-21,4.7µM*,.,?,?
COc1ccc(/C=C(\C#N)C(=O)NCCCn2ccnc2)cc1,-6,-13,-22%,-14%,-8%,15%
CC(C)OC(=O)CSc1nnc(C2CCCCC2)n1N,6,20,55%[activator],168%[activator],5%,13%
CCCOc1ccccc1-n1sc2c(c1=S)-c1cc(OC)cc3c1N(C(=O)C3=O)C2(C)C,4,-11,.,?,-16%,13µM*
COc1ccccc1OCCNC(=O)CC(NC(C)=O)c1ccccc1 (configuration not stated),-3,-12,?,?,.,1%

# Whole records, quoted from the list. Order of screens: CHX counter	Shiga inhibitor	Pf growth 48h	Pf growth 96h	FBPA Giardia inh	HCV inhibitor
# CSc1ncccc1C(=O)NNc1cc(Cl)ccc1Cl across the screens: 1	13	-20%	-6%	5%	-7%
# CC(C)(C)c1ccc(C(CC(=O)O)NS(=O)(=O)Cc2ccccc2)cc1 (configuration not stated) across the screens: -6	17	21%	14%	-4%	9%
# COc1cc(NC(C)C(=O)N2CC(C)OC(C)C2)cc(OC)c1 (configuration not stated) across the screens: -4	-21	4.7µM*	.	?	?
# Cc1cc2cc(NC(=O)c3ccco3)ccc2[nH]1 across the screens: 61*	137*	131%[activator]	17%[5.75 µM]	?	-20%
# CCCCNc1cc(C)nc(NCc2ccccc2)n1 across the screens: 14	42	1.5µM*	0.83µM*	9%	?

# The list goes on:
SMILES,CHX counter,Shiga inhibitor,Pf growth 48h,Pf growth 96h,FBPA Giardia inh,HCV inhibitor
O=C(Nc1cccc(-n2cnnn2)c1)c1ccoc1COc1ccc(Cl)cc1,-3,-1,?,?,.,12%
O=C(Nc1c(Cl)cc(Cl)cc1C(=O)NCc1cccnc1)c1ccc(Cl)cc1Cl,1,24,1.5µM*,18%,0%,25%
Cc1ccc(C)c(-n2c(Cc3cc(=O)[nH]c(=O)[nH]3)nnc2SCC(=O)NCC2CCCO2)c1 (configuration not stated),-3,-14,-2%,1%,2%,22%
COc1ccc(NS(=O)(=O)c2cccc(C(=O)NNC(=O)c3ccc(=O)[nH]c3)c2)cc1,.,.,-12%,-11%,.,22%
CC(C)C(=O)c1cn(Cc2ccc(C#N)cc2)c2ccccc12,-3,25,?,-14%,0%,?
O=c1[nH]c(N/N=C/c2ccc(O)cc2)nc2ccccc12,36*,64*,-28%,-17%,-3%,6%
Cc1nnc(NC(=O)CSc2nccn2Cc2ccc(F)cc2)s1,-8,-2,-10%,?,.,3%
CN(Cc1ccccc1)C(=O)c1ccc(NC(=O)C2=CSCCO2)cc1,48*,44*,4%,?,.,-6%
CCOC(=O)c1c(C)[nH]c(C(=O)N2CCC(C(=O)OCC)CC2)c1C,14,-10,4%,12%,.,-6%
CCN(CC)CCCN1C(=O)C(=O)/C(=C(/O)c2ccc3c(c2)CC(C)O3)C1c1cccnc1 (configuration not stated),2,18,11%,1.5µM*,3%,.
O=S(=O)(NCC(c1ccco1)N1CCCCC1)c1cccc(C(F)(F)F)c1 (configuration not stated),.,.,?,7.4µM*,.,?
CC[C@H](C)[C@H](NC(N)=O)C(=O)OCC(=O)NCc1ccc(Cl)cc1,9,-3,5%,24%,1%,4%
Cc1ccc(S(=O)(=O)c2ccc(Oc3ccccc3)cc2)cc1,-1,-12,2%,?,2%,-27%
COc1cc(/C=C(/C#N)c2nc3ccccc3[nH]2)ccc1OCC(=O)Nc1ccccc1C(C)C,2,32,?,9.3µM*,0%,?
Cc1ccc(C)c(NC2=C(Cl)C(=O)OC2OC(C)C)c1 (configuration not stated),9,-6,-2%,-5%,4%,8%
Cc1ccc(CCC(=O)Nc2ccc(S(N)(=O)=O)cc2)o1,2,-3,-23%,.,-19%,?
O=C(Cc1ccc(Cl)cc1)NNC(=O)c1ccco1,9,-26,15%,?,.,8%
O=c1ccc(N=Nc2ccccc2)ccc1O,23*,33,10µM*,13µM*,1%,?
CC(O)/C=C/c1cccc[n+]1C (configuration not stated),16,-19,?,?,-6%,12%
Cc1ccc(-c2nnc(SCC(=O)n3c4c(c5ccccc53)CCCC4)o2)cc1,4,-8,10%,.,0%,9%
Cc1ccccc1CC(=O)Nc1ccc2c(c1)CCC2,13,9,5%,0%,1%,-15%

# High-throughput results from PubChem BioAssay.
